RGS7-Gao: RGS7-Galphao binding modulators, primary screen, biochemical, multiplexed bead flow cytometry. Guanine nucleotide-binding protein G(o) subunit alpha (Homo sapiens), P09471. actives lie on both sides. binding response (% of control), % at 10 µM. 0.35% of 220,000 active. AID 1439, 2008; in the data active means binding response below about 49% or above about 150%; inconclusive means no clear call, values can overlap the other calls; inactive means in between;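 further: fluorescent Galphao held in activated GDP-AlF4 state binding bead-coupled RGS7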
Target sequence (P09471 whole entry, looked up): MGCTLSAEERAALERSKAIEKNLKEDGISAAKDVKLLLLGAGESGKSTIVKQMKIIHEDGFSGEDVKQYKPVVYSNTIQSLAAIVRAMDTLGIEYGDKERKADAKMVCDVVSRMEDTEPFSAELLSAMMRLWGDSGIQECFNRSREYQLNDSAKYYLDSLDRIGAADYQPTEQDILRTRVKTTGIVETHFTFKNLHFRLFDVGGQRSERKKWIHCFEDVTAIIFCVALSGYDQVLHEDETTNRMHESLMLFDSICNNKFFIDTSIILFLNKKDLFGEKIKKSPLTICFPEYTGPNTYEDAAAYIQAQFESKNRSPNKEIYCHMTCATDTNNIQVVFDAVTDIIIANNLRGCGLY
Bim-Mcl-1: inhibitors of Bim peptide binding to Mcl-1, primary screen, biochemical, bead-based flow cytometry, multiplex | Bim peptide-Mcl-1 binding | Induced myeloid leukemia cell differentiation protein Mcl-1 (Homo sapiens), Q07820 | 0.1% of 190,000 active | AID 1009, 2008 | inhibition, % at 10 µM;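 further: 0% = no compound tracer wells and 100% = peptide blocker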
Target sequence (Q07820 whole entry, looked up): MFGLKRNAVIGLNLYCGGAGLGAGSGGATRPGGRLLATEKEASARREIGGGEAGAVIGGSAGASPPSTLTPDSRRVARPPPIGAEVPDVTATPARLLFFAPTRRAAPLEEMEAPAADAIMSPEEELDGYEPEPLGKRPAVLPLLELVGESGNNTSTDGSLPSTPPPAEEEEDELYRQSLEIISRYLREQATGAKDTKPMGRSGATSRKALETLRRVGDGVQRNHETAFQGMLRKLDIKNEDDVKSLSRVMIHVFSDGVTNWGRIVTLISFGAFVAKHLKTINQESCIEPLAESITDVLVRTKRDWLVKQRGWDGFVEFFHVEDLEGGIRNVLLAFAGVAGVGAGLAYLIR
RGS4-Gao reg: modulators of RGS4 binding to Galphao, primary screen, biochemical, multiplexed bead flow cytometry; actives lie on both sides; binding response (% of control), % at 10 µM; Guanine nucleotide-binding protein G(o) subunit alpha (Homo sapiens), P09471; 0.33% of 220,000 active; AID 1415, 2008; in the data active means binding response below about 49% or above about 150%; inactive means in between;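 further: fluorescent Galphao activated with aluminum fluoride binding bead-coupled RGS4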
Bim-Bcl-2: inhibitors of Bim-Bcl-2 binding, primary screen, biochemical, multiplexed, human Bcl-2 family | Bead-based flow cytometry, Bim peptide-Bcl-2 binding | inhibition, % at 10 µM | 0.06% of 190,000 active; in the data active means inhibition above about 40%; inconclusive means no clear call, values can overlap the other calls;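 further: 0% = no compound wells with probe peptide and 100% = reference peptide inhibitor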
Bim-Bfl-1: inhibitors of Bim binding to Bfl-1, primary screen, biochemical, multiplexed, bead-based flow cytometry; Bim-Bfl-1 binding inhibition; inhibition, % at 10 µM; 0.12% of 190,000 active;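 further: 0% = wells without compound plus tracer and 100% = blocker peptide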
ABCG2 block: ABCG2 efflux pump inhibitors, primary screen, multiplex with ABCB1, IgMXP3 cells, flow cytometry; Broad substrate specificity ATP-binding cassette transporter ABCG2 (Homo sapiens), Q9UNQ0; JC-1 efflux; inhibition, % at 6.6 µM; 0.1% of 190,000 active;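 active means inhibition above 80%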;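 further: 0% = DMSO and 100% = nicardipine control wells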
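System: two drug-resistant human cell lines, ABCG2 and ABCB1; controls: nicardipine high and DMSO low controls; times: 10 min exposure at 25 °C with rotation, no wash; detection: flow cytometry of retained JC-1 fluorescence; read-out basis: percent efflux inhibition, scaled nicardipine 100% to DMSO 0%; doses: one concentration, 6.6 µM final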
RGS8-Gao reg: RGS8-Galphao binding modulators, primary screen, biochemical, multiplexed bead flow cytometry; 0.34% of 220,000 active; actives lie on both sides; response (percent of control binding), % at 10 µM; Guanine nucleotide-binding protein G(o) subunit alpha (Homo sapiens), P09471; in the data active means response below about 60% or above about 140%; inactive means in between;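 further: Galphao activated as the GDP aluminium fluoride complex binding bead-coupled RGS8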
ABCB1 block: ABCB1 efflux pump inhibitors, primary screen, cell-based, multiplex, flow cytometry, ABCG2 counter-screen; ATP-dependent translocase ABCB1 (Homo sapiens), P08183; CCRF-Adr cells, JC-1 efflux; inhibition, % at 6.6 µM; 0.067% of 190,000 active; AID 1326, 2008; in the data active means inhibition above about 40%;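 further: 0% = vehicle and 100% = reference inhibitor; higher value means more JC-1 retained so stronger ABCB1 efflux block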
Bim-Bcl-XL: inhibitors of Bim-Bcl-XL binding, primary screen, biochemical, multiplexed, bead flow cytometry, human Bcl-XL; AID 1007, 2008; Bim peptide-Bcl-XL binding, fluorescence; Bcl-2-like protein 1 (Homo sapiens), Q07817; inhibition, % at 10 µM; 0.04% of 190,000 active
Bim-Bcl-W: inhibitors of Bim binding to Bcl-W, primary screen, biochemical, multiplexed, bead-based flow cytometry; Bcl-2-like protein 2 (Homo sapiens), Q92843; inhibition, % at 10 µM; Bim peptide-Bcl-W binding; 0.02% of 190,000 active;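 further: 0% = bound tracer without compound and 100% = peptide blocker; higher means less fluorescent Bim peptide bound to Bcl-W beads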
Bcl-B Bim block: inhibitors of Bim-Bcl-B binding, primary screen, biochemical, multiplexed, human Bcl-2 family; inhibition, % at 10 µM; 0.073% of 190,000 active; AID 951, 2007; Bcl-2-like protein 10 (Homo sapiens), Q9HD36; bead-based flow cytometry, Bim peptide-Bcl-B binding;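 further: 0% = tracer peptide without compound and 100% = reference inhibitor peptide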
Target sequence (Q9HD36 whole entry, looked up): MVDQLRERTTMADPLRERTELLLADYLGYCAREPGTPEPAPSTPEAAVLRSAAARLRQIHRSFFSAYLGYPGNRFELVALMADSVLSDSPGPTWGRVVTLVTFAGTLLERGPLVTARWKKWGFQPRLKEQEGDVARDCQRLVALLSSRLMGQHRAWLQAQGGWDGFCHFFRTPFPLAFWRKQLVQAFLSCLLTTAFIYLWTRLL
* marks the source's active call; other numbers are inactive results; ? = inconclusive. Unless noted, no stated cut-off is given here; in the data, active means inhibition above about 40%.

1. CS(=O)(=O)Nc1ccc(C(=O)NCCc2ccccc2)cc1
2. CCn1cc(C(=O)NCCCN2CCN(C)CC2)c(=O)c2cc(S(=O)(=O)N3CCc4ccccc4C3)ccc21
3. Cc1onc(-c2ccccc2Cl)c1C(=O)Nc1ncn[nH]1
4. COC(=O)c1cccnc1-n1c(=O)c2cccnc2n(Cc2cccc(C(F)(F)F)c2)c1=O
5. S=C1N(c2ccccc2)C(c2ccccc2)N2CCCN12 (stereo not drawn)
6. COC(=O)C1CCN(C(=O)Cc2ccccc2OC)CC1

screen / no.,1,2,3,4,5,6
RGS7-Gao,106,106,87,97,98,?
Bim-Mcl-1,-1,-4,-3,0,-2,-3
RGS4-Gao reg,101,107,86,92,102,97
Bim-Bcl-2,-6,-4,1,0,-1,-5
Bim-Bfl-1,-10,-2,0,0,-3,-5
ABCG2 block,2,0,-1,3,2,2
RGS8-Gao reg,100,120,72,97,102,96
ABCB1 block,0.3,-0.4,0.3,-0.2,0.4,1.4
Bim-Bcl-XL,-2,-7,-1,-2,-1,-2
Bim-Bcl-W,0,-6,-1,-3,-5,0
Bcl-B Bim block,-7,-8,-2,-2,0,-6

7. COCC(=O)n1nc(-c2ccc(Cl)cc2)nc1NCc1ccc(F)cc1
8. Cn1c(SCC(=O)NCc2ccc(F)cc2)nc2c([nH]c3ccccc32)c1=O
9. Cc1ccc(S(=O)(=O)N(CC(=O)N/N=C/c2ccco2)c2cc(Cl)cc(Cl)c2)cc1
10. O=C(Nc1ccc([N+](=O)[O-])cc1)/C(=C/c1cccc([N+](=O)[O-])c1)NC(=O)C1CCCCC1
11. CSCCC(NC(N)=O)C(=O)NCC1CCCCC1 (stereo not drawn)
12. Cc1cc(CNC(=O)COc2ccc(F)cc2F)c2ccccc2n1

screen / no.,7,8,9,10,11,12
RGS7-Gao,104,111,98,98,103,92
Bim-Mcl-1,-1,2,-2,-4,-1,-5
RGS4-Gao reg,102,101,95,101,105,93
Bim-Bcl-2,-1,0,-4,-3,-2,1
Bim-Bfl-1,-10,-5,-9,0,-7,-3
ABCG2 block,1,11,5,0,1,6
RGS8-Gao reg,102,102,99,103,104,99
ABCB1 block,0.0,0.4,1.0,0.0,0.6,0.1
Bim-Bcl-XL,-5,0,-8,-5,-9,-1
Bim-Bcl-W,2,0,-4,-3,-1,0
Bcl-B Bim block,-7,-2,-6,-2,-9,-1

Fetched by structure from the entries so far:
11. CSCCC(NC(N)=O)C(=O)NCC1CCCCC1 (stereo not drawn)
12. Cc1cc(CNC(=O)COc2ccc(F)cc2F)c2ccccc2n1
10. O=C(Nc1ccc([N+](=O)[O-])cc1)/C(=C/c1cccc([N+](=O)[O-])c1)NC(=O)C1CCCCC1
9. Cc1ccc(S(=O)(=O)N(CC(=O)N/N=C/c2ccco2)c2cc(Cl)cc(Cl)c2)cc1
7. COCC(=O)n1nc(-c2ccc(Cl)cc2)nc1NCc1ccc(F)cc1
8. Cn1c(SCC(=O)NCc2ccc(F)cc2)nc2c([nH]c3ccccc32)c1=O

screen / no.,11,12,10,9,7,8
RGS7-Gao,103,92,98,98,104,111
Bim-Mcl-1,-1,-5,-4,-2,-1,2
RGS4-Gao reg,105,93,101,95,102,101
Bim-Bcl-2,-2,1,-3,-4,-1,0
Bim-Bfl-1,-7,-3,0,-9,-10,-5
ABCG2 block,1,6,0,5,1,11
RGS8-Gao reg,104,99,103,99,102,102
ABCB1 block,0.6,0.1,0.0,1.0,0.0,0.4
Bim-Bcl-XL,-9,-1,-5,-8,-5,0
Bim-Bcl-W,-1,0,-3,-4,2,0
Bcl-B Bim block,-9,-1,-2,-6,-7,-2

Other structures.
13. N#Cc1cc2c(nc1SCc1ccccc1)CCCCC2
14. Cc1onc(-c2ccccc2)c1C(=O)NCc1ccco1
15. COc1ccc(CNC(=O)CN(c2cccc(OC)c2)S(C)(=O)=O)cc1
16. CCSc1nnc(NC(=O)COc2ccccc2)s1
17. COc1ccc(C2CC(c3ccccc3)=NN2C(=O)COC(=O)CNC(=O)c2ccccc2)cc1 (stereo not drawn)
18. Cc1ccc(S(=O)(=O)NN2C(=O)/C(=C/c3ccccn3)SC2=S)cc1

screen / no.,13,14,15,16,17,18
RGS7-Gao,102,97,99,96,101,103
Bim-Mcl-1,-2,-4,1,3,-1,0
RGS4-Gao reg,102,100,98,101,100,103
Bim-Bcl-2,-1,-9,-4,-2,0,0
Bim-Bfl-1,0,-19,-6,0,-3,0
ABCG2 block,6,-9,0,6,6,-6
RGS8-Gao reg,101,100,100,96,105,102
ABCB1 block,0.8,-1.2,0.4,1.2,1.3,-0.7
Bim-Bcl-XL,0,-6,-12,2,-5,-3
Bim-Bcl-W,-2,-4,2,-1,-2,0
Bcl-B Bim block,0,-5,-6,1,-7,-6

19. c1ccc2cc(CN3CCOCC3)ccc2c1
20. O=C1CCC(Cc2ccccc2)N1 (stereo not drawn)
21. CN(CC(=O)Nc1cccc2ccccc12)C(=O)/C=C/c1cccs1
22. CC(C)C(O)(CC#CCN1CCCC1)c1ccccc1 (stereo not drawn)
23. COc1ccccc1NC(=S)N(Cc1ccc(C)cc1)Cc1ccccn1
24. CC(C)CN(C(=O)CSc1nnc2ccccn12)c1c(N)n(CC(C)C)c(=O)[nH]c1=O

screen / no.,19,20,21,22,23,24
RGS7-Gao,107,100,109,94,104,99
Bim-Mcl-1,0,1,-7,1,-2,0
RGS4-Gao reg,108,100,102,97,105,99
Bim-Bcl-2,-4,-6,-4,-2,-3,-11
Bim-Bfl-1,-4,-8,-15,-3,-2,-8
ABCG2 block,0,1,1,-1,2,3
RGS8-Gao reg,109,100,103,98,104,100
ABCB1 block,0.0,0.3,0.6,0.2,1.3,0.4
Bim-Bcl-XL,-4,-2,-12,0,-2,-10
Bim-Bcl-W,1,0,-8,1,-6,1
Bcl-B Bim block,-6,-6,-12,-1,-7,-6

25. COc1cc2c(C(=O)NCCCN3CCN(c4cccc(Cl)c4)CC3)cn(C)c(=O)c2cc1OC
26. COc1ccc(C=Nc2cccc3ncccc23)cc1
27. COc1cccc(OC)c1OCCCOc1cccc2cccnc12
28. Clc1ccc2nc(CSc3nnc4ccccn34)cn2c1
29. CCn1c(=O)c(-c2cc(=O)[nH][nH]2)c(O)c2ccccc21
30. C=CCn1c(CC#N)nnc1N1CCOCC1

screen / no.,25,26,27,28,29,30
RGS7-Gao,101,101,?,105,102,96
Bim-Mcl-1,0,0,-4,0,2,-2
RGS4-Gao reg,100,105,101,109,101,97
Bim-Bcl-2,-4,0,-5,1,0,-7
Bim-Bfl-1,-2,-3,-5,1,-2,-16
ABCG2 block,7,13,9,1,-4,2
RGS8-Gao reg,102,106,102,108,103,100
ABCB1 block,0.4,-0.1,0.7,0.3,-0.7,0.0
Bim-Bcl-XL,-1,-5,-7,1,-1,-6
Bim-Bcl-W,-1,2,-4,2,3,-1
Bcl-B Bim block,1,-1,-6,0,2,-7

31. C/C(=N/NC(=O)c1ccncc1)c1cc2ccc(O)cc2oc1=O
32. CN(C)CCCN(Cc1ccccc1)C(=S)Nc1ccc(F)c(Cl)c1
33. Cc1nn(CC#N)c(=O)n1-c1ccc(F)cc1
34. Cc1ccc(S(=O)(=O)N(C)CC(=O)OCC(=O)N2CC(=O)Nc3ccccc32)cc1
35. O=C(NCc1ccccc1Cl)c1cnc2n(c1=O)CCS2
36. CN(C)CCn1c(=O)n(Cc2ccco2)c(=O)c2c3c(sc21)CCCCC3

screen / no.,31,32,33,34,35,36
RGS7-Gao,110,102,99,108,100,104
Bim-Mcl-1,-1,0,1,1,-2,-3
RGS4-Gao reg,111,103,97,101,101,99
Bim-Bcl-2,2,-4,0,-4,-7,-1
Bim-Bfl-1,2,-3,0,-3,-12,3
ABCG2 block,9,5,1,0,1,3
RGS8-Gao reg,106,104,93,105,101,100
ABCB1 block,-0.1,1.0,0.7,0.1,-0.9,2.3
Bim-Bcl-XL,-5,-5,0,-1,-7,-1
Bim-Bcl-W,-3,0,0,-1,0,-3
Bcl-B Bim block,0,-6,-1,1,-8,0

37. CC(=O)Nc1ccc2nc(SCC(=O)O)sc2c1
38. O=C(Cn1cc(C(F)(F)F)ccc1=O)Nc1cccc(S(=O)(=O)N2CCOCC2)c1
39. Cc1cccc(N2CCN(C(=O)Cc3c(C(=O)O)[nH]c4ccc(Cl)cc34)CC2)c1C
40. CCCn1nc(NS(C)(=O)=O)c2cc3cccc(C)c3nc21
41. CCOC(=O)CC(NC(=O)C1c2ccccc2Oc2ccccc21)c1ccc(C)cc1 (stereo not drawn)
42. O=C(CSc1nnc(-c2cccnc2)n1Cc1ccco1)N1CCc2ccccc21

screen / no.,37,38,39,40,41,42
RGS7-Gao,99,136,99,102,98,101
Bim-Mcl-1,-7,-4,1,-24,-5,0
RGS4-Gao reg,104,106,101,106,100,101
Bim-Bcl-2,-5,-3,-2,9,-8,-7
Bim-Bfl-1,0,-5,-13,-1,-13,-15
ABCG2 block,0,5,1,4,18,2
RGS8-Gao reg,102,101,101,99,101,100
ABCB1 block,0.1,-0.3,0.2,-1.0,1.4,0.5
Bim-Bcl-XL,-2,-9,-7,-3,-9,-6
Bim-Bcl-W,-1,-5,2,-11,-7,-2
Bcl-B Bim block,-5,-8,-3,-40,-13,-8

43. CC(C)C[C@H](NC(=O)[C@@H]1O[C@H]1C(=O)O)C(=O)NCCCCN=C(N)N
44. COc1ccc(S(=O)(=O)NCCSC(C)(C)C)cc1Cl
45. Cc1nc(NC(=O)c2ccc(F)cc2)sc1C(=O)Nc1ccc2c(c1)CCC2
46. O=C1NC(c2ccc(-c3ccccc3[N+](=O)[O-])o2)C(C(=O)c2ccccc2)C(O)(C(F)(F)F)N1 (stereo not drawn)
47. CCc1ccc(N2CC(C(=O)Nc3cccnc3)CC2=O)cc1 (stereo not drawn)
48. COCCN(C(=O)C1CCC1)c1nnc(-c2cccnc2)s1
49. CCOC(=O)c1c(C)n(-c2ccc(C)cc2)c2ccc(O)c(CN(C)C)c12
50. COCCNC(=O)c1onc(CSc2ccccc2)c1C(=O)O

screen / no.,43,44,45,46,47,48,49,50
RGS7-Gao,94,99,100,100,95,96,100,105
Bim-Mcl-1,-2,1,0,1,0,0,0,-1
RGS4-Gao reg,92,100,100,102,98,97,102,98
Bim-Bcl-2,2,-9,-4,-7,-8,2,1,-2
Bim-Bfl-1,0,-8,-11,-10,-13,1,-3,0
ABCG2 block,-1,23,-1,36,3,1,5,4
RGS8-Gao reg,98,101,103,102,104,95,100,96
ABCB1 block,-0.3,2.6,-0.3,2.0,0.6,0.2,4.6,0.6
Bim-Bcl-XL,-1,0,9,-6,0,0,-3,2
Bim-Bcl-W,-1,2,5,-3,3,-2,1,0
Bcl-B Bim block,-13,-3,-5,-11,-6,-2,-3,-1
